# Source: PubChem
# PI5P4Ka inh: inhibitors of human PI5P4K alpha; PI5P4Kalpha enzyme, ADP-Glo luminescence, 60 min; active compounds read low; max response, %; 330,000 compounds, 1.2% hits; AID 652105; active = max response of -50% or lower; inconclusive = between -30% and -50%; inactive = -30% or higher; also: value at the top dose of about 77 µM; % is scaled to controls: 0 for no effect and ±100 for the full control effect
#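 Luminescence from ADP-Glo served as readout of PI5P4Kalpha activity in a qHTS format. Reaction: enzyme, substrate, compound, ATP at 5 microM final, 60 min at RT.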
# WRN inhibitor: blocks human WRN helicase. Q14191. WRN helicase unwinding, fluorescent forked duplex, kinetic. Potency, µM (top dose mostly 114 µM), inactives show top-dose activity change, negative = inhibition, hits mostly inhibitors. 360,000 compounds, 0.46% hits; also: potency is read from the fitted curve at half-maximal effect; % is scaled to controls: 0 for no effect and ±100 for the full control effect; nearly all actives have a fitted effect of over 55% in size
#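 Screening of the MLSMR collection measured strand separation of a quenched forked DNA duplex (100 nM) by 20 nM WRN with 2 mM ATP, all final. Compounds were preincubated with enzyme 15 min at room temperature.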
# IL2 activator: activates IL-2 in a cell-based reporter assay. IL-2 activation reporter assay, cell-based qHTS; stimulated with anti-CD3/CD4/CD28 beads; in transgenic mouse T cells. activation, % (series mostly up to about 46 µM). 360,000 compounds, 0.065% hits. AID 652025; in the data active = activation above about 50%; inconclusive = mostly about 30% to 49%; also: 0% is about no effect
#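 Screening format: compound pinned onto unstimulated transgenic mouse T cells, 60 min incubation, then anti-CD3/anti-CD4/anti-CD28 bead stimulation for 18 hours at 37 degrees C, followed by EGFP and DsRed detection.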
# EPAC1 antagonist: EPAC1 (human) antagonism | O95398 | EPAC1 GEF assay, Rap1b-BODIPY-GDP exchange fluorescence | Potency, µM (doses to about 115 µM), for the others: at the top dose activity change, negative = inhibition, most hits filed as inhibitors | 360,000 compounds, 0.14% hits;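 also: potency is read from the fitted curve at half-maximal effect; plate controls were vehicle for no effect and positive control for full effect; nearly all actives have a fitted effect of over 50% in size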
# PLK1 PBD inh: inhibitors of human PLK1 polo-box domain binding. P53350. Plk1 PBD binding of FITC phosphopeptide, fluorescence polarization. Potency, µM, inactives show max response, negative = inhibition, most hits filed as inhibitors. 360,000 compounds, 2.8% hits. AID 720504; also: potency is read from the fitted curve at half-maximal effect; series mostly up to about 57 µM; % is scaled to controls: 0 for no effect and ±100 for the full control effect; nearly all actives have a fitted effect of over 65% in size
# EPAC2 agonist: activates human EPAC2 exchange factor. Q8WZA2. EPAC2 activation, biochemical qHTS; response scale: 100% = 6.5 mM cAMP response. Potency, µM (titrated, usually from 154 µM), inactives show top-dose activation, most hits filed as activators. 360,000 compounds, 0.079% hits. AID 720711; also: potency is read from the fitted curve at half-maximal effect; nearly all actives have a fitted effect of over 50% in size
# Target sequence (Q8WZA2 whole entry, looked up): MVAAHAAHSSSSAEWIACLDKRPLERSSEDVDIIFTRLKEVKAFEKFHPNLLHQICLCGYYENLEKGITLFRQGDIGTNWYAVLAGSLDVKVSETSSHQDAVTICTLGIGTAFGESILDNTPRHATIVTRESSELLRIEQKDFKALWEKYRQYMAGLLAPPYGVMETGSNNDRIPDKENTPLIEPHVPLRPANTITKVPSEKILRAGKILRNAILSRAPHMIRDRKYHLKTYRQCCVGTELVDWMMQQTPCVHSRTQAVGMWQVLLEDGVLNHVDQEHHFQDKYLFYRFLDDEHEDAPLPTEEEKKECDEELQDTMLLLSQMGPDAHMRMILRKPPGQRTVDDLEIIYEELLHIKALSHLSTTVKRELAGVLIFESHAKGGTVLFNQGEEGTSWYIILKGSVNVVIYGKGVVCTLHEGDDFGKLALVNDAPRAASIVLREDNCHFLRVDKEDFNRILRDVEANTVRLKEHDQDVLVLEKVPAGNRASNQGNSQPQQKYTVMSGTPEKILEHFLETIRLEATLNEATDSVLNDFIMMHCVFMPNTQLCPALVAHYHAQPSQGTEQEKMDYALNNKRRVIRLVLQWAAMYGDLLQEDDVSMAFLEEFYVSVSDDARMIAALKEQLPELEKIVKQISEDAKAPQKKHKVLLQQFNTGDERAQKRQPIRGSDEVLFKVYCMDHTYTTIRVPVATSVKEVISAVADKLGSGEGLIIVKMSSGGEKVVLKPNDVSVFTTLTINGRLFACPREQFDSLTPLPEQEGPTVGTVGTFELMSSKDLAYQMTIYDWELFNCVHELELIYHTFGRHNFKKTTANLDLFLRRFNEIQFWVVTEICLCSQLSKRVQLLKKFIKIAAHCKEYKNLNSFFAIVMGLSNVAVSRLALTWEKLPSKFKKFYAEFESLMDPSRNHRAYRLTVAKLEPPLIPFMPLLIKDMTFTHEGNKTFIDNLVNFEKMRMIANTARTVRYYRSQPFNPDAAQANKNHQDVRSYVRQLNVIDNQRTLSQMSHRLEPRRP
#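 qHTS, titration series. 100 nM EPAC2 / 250 nM Rap1B-BODIPY-GDP / 50 uM GDP; RT; ex 480/em 540 nm, 5-min reads to 30 min. Norm. to 6.5 mM cAMP = activation.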
# CCT chaperon mod: modulators of cytosolic chaperonin (CCT/TRiC) activity | activity change, % (test concentration not listed), hits read low | 360,000 compounds, 0.3% hits | purified chaperonin ATPase assay, HTRF ADP detection, 30 min; in the data active = activity change below about -30%; also: % is scaled to controls: 0 for no effect and ±100 for the full control effect
#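 First, chaperonin was dispensed at 40 nM or 20 nM final depending on batch activity. Next, compounds were pinned at 76 uM and ATP added at 10 uM. After 30 min at 37 °C, ADP detection reagents ran 30 min at ambient temperature.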
# EPAC1 ag: agonists of human EPAC1; O95398; EPAC1 agonist qHTS, biochemical assay; response scale: 100% = response to 6.5 mM cAMP; Potency, µM (series often up to 154 µM), for inactives: top-dose activation, actives largely listed as activators; 360,000 compounds, 0.073% hits; also: potency is read from the fitted curve at half-maximal effect; nearly all actives have a fitted effect of over 60% in size
#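 Compounds were pinned as a concentration titration into mixtures of EPAC1 (100 nM), BODIPY-GDP-loaded Rap1B (250 nM) and GDP (50 uM). After 5 min at room temperature, fluorescence was followed for 30 min; activity was scaled to 6.5 mM cAMP.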
# The depositor's hits bear a star; ? = inconclusive; · = not tested or not shown; & = joins results of further samples; [ ] = dose if it differs, or a comment. Unless noted, calls follow the shape of the dose curve; as a rule, active = well fitted curve in the direction sought with a large enough effect; inconclusive = small, poorly fitted or top-dose-only effect, or another doubt; inactive = no such curve, though single readings can be large; an effect the other way counts as inactive or inconclusive. A portion of the library; the hit share may differ from the screen's.
SMILES	EPAC1 ag	WRN inhibitor	CCT chaperon mod	PLK1 PBD inh	IL2 activator	EPAC1 antagonist	EPAC2 agonist	PI5P4Ka inh
Cc1nc(NC(=O)CN2CCCCC2)sc1C(=O)N(C)C	6%	7%	0.8	-1%	-2.3	3%	2%	-1
N#Cc1ncc(Cl)c2ccccc12	1%	-6%	-1.1	-7%	0.6	3%	8%	0
CCc1ccc(C(c2ccc(CC)cc2)C(Cl)Cl)cc1	-8%	-5%	0.8	1%	-0.6	-11%	4%	15
CCCCn1c(N)c(N(CC(C)C)C(=O)CCCc2cccs2)c(=O)[nH]c1=O	-29%	-21%	2.2	-14%	1.2	-9%	-1%	2
CC(C)CCNC(=O)CN(CC1CCCO1)C(=O)CCC(=O)Nc1ccccn1 (stereo unspecified)	-1%	-14%	2.9	-1%	0.0	-8%	15%	-6
COCCN(C(=O)C(C)C)c1nnc(-c2ccc(C(C)(C)C)cc2)s1	-1%	-4%	-0.9	-8%	-0.9	?	-1%	1
CCc1[nH]c(=O)[nH]c1C(C)S(=O)(=O)c1ccc(C)cc1 (stereo unspecified)	15%	?	0.4	12µM*	-2.8	12%	-1%	-4
Cc1cccc(NC(=O)C2CCN(c3ncnc4c3nc3n4CCCCC3)CC2)n1	9%	-2%	0.9	27µM*	-4.1	3%	4%	0
O=C(COc1ccc(Br)cc1)Nc1ccncc1	1%	-12%	-3.3	-4%	0.4	9%	1%	-2
Cc1cc(Oc2ccc(C#N)cc2)nc(NCc2ccccc2)n1	3%	-19%	0.9	2.7µM*	-0.8	0%	2%	-51*
COc1ccc(-n2ncc3c(N4CCN(Cc5ccccc5)CC4)ncnc32)cc1	4%	-7%	0.7	-2%	-3.3	-15%	-2%	-10
Cc1occc1C(=O)N/N=C/c1c[nH]c2ccccc12	2%	-9%	0.9	-2%	-0.3	5%	2%	·
Cn1c(NC2CCCCC2)cc(=O)n(C)c1=O	1%	-26%	-3.5	-3%	1.2	-3%	1%	3
O=C(COc1ccccc1Cl)Nc1cnn(Cc2ccccc2)c1	0%	-9%	-0.8	1%	-3.1	-5%	3%	0
c1ccc(-c2noc(CN3CCN(c4ccccc4)CC3)n2)cc1	5%	-7%	-2.0	-10%	-2.2	-5%	13%	3
O=C1ON=C(c2ccccc2)/C1=C\c1ccco1	4%	-6%	-0.5	9.5µM*	-2.2	-5%	-4%	0
CC(C)C(=O)Nc1sc2c(c1C(N)=O)CCN(Cc1ccccc1)C2	-9%	-3%	-0.9	-9%	-4.0	-9%	1%	0
COc1cc2[nH]c(=O)n(CCCC(=O)NC3CCCCC3)c(=O)c2cc1OC	-5%	-3%	-11	-3%	-1.5	-23%	-4%	7
Cc1ccc(OCC(=O)N(Cc2ccccc2)c2c(N)n(Cc3ccccc3)c(=O)[nH]c2=O)c(C)c1	-11%	-1%	-1.6	-5%	3.2	-1%	-11%	7
Cc1c(-c2ccccc2)[n+](=O)c2c(n1[O-])CCCC2	-3%	1%	0.1	1%	-1.3	-4%	0%	26
CCOc1cccc(CNn2cnnc2)c1OCc1ccccc1	5%	-20%	-1.0	-6%	3.2	0%	-2%	2
N#CC1=C(N)SC(N)=C(C#N)C1C1CC=CCC1 (stereo unspecified)	10%	-17%	-1.6	-19%	0.0	-9%	-1%	·
CC(=O)Nc1ccc(S(=O)(=O)N2CCN3CCCC3C2)cc1 (stereo unspecified)	-9%	4%	-2.4	0%	-2.4	1%	4%	-2
Cc1nnc2sc(SCc3ccccc3Cl)nn2c1=O	14%	-22%	-0.9	-11%	-1.9	-2%	6%	5
COc1cc(NC(=O)c2cnc(N)o2)cc(C(=O)Nc2cccc(C(F)(F)F)c2)c1	-7%&-11%	-8%&6%	-2.4&-1.8	-4%&4%	-1.5&-0.6	-27%&-10%	4%&6%	-4&0
O=C(Nc1ccccn1)c1ccc2ccccc2n1	-3%	3%	0.9	-14%	-2.7	7%	-1%	-4
CCSc1nnc(NC(=O)c2ccco2)s1	9%	-21%	0.9	-4%	6.2	-1%	10%	-12
CN(C(=O)c1nc(-c2ccccc2)n(-c2ccccc2)n1)C1CCS(=O)(=O)C1 (stereo unspecified)	4%	4%	-0.9	2%	1.5	7%	-3%	1
Cc1ccc(/C=N/NC(=O)Cc2cccn2C)s1	8%	-19%	-0.6	-3%	1.1	3%	0%	0
CCN1CCN(c2ccc(S(=O)(=O)N3CCCCC3)cc2NC(=O)CCNC(C)=O)CC1	4%	-2%	-1.4	-14%	-1.0	4%	0%	0
N/C(=N\OC(=O)c1ccc([N+](=O)[O-])cc1)c1ccccn1	3%	3%	-6.9	?	-0.5	0%	4%	4
OC[C@@H]1CN(Cc2ccc(F)cc2)C[C@H](n2cnc3c(NC4CC4)ncnc32)O1	2%	-17%	0.4	-11%	0.2	-20%	3%	-3
Cn1c(C(=O)N2CCCC(C(=O)NCCN3CCOCC3)C2)cc2sccc21 (stereo unspecified)	0%	-4%[57.1 µM]	1.3	3%	-1.4	6%	7%	·
O=C(OCCNC(=O)c1ccc2ccccc2n1)c1ccc(F)cc1	0%	-14%	-0.3	-11%	-1.3	-16%	8%	·
Cn1cc(CN2CCN(c3cnccn3)CC2)c(-c2cccc(Cl)c2)n1	-6%	2%	0.2	-5%	-3.9	-16%	3%	3
CCOc1cc(C(=O)Nc2ccccc2F)cc(Br)c1OCC	-6%	-9%	0.7	-3%	-1.4	4%	5%	2
CCN(c1ccccc1)S(=O)(=O)c1ccc(Oc2ccccc2)c(N)c1	11%	-11%	-1.3	0%	-0.3	-13%	20%	12
CC(=O)c1ccc([C@@H]2C[C@]34CN(Cc5cccc(C(F)(F)F)c5)S(=O)(=O)[C@H]3C[C@H]2O4)cc1	-1%	5%	-1.1	3%	-0.4	-7%	5%	1
Cn1c(Cn2c(=O)sc3ccccc32)nnc1SCC(=O)NCC1CCCO1 (stereo unspecified)	2%	0%	-0.1	-22%	0.2	-10%	1%	1
O=C(Nc1ccc(-c2nc3ccccc3s2)c(OC(=O)c2ccccc2)c1)c1ccccc1	2%	0%	-0.2	-2%	-0.1	-1%	-2%	-3

# Part of the list above, reduced to EPAC1 antagonist and PI5P4Ka inh.
SMILES,EPAC1 antagonist,PI5P4Ka inh
CCOc1cc(C(=O)Nc2ccccc2F)cc(Br)c1OCC,4%,2
CCN(c1ccccc1)S(=O)(=O)c1ccc(Oc2ccccc2)c(N)c1,-13%,12
CC(=O)c1ccc([C@@H]2C[C@]34CN(Cc5cccc(C(F)(F)F)c5)S(=O)(=O)[C@H]3C[C@H]2O4)cc1,-7%,1

# Going on with the list.
SMILES	EPAC1 ag	WRN inhibitor	CCT chaperon mod	PLK1 PBD inh	IL2 activator	EPAC1 antagonist	EPAC2 agonist	PI5P4Ka inh
O=C(CCCc1nc2ccccc2s1)N1CCN(c2ccccc2F)CC1	-5%	-4%	-0.4	-13%	-3.7	3%	5%	-6
CCOCCOC(=O)c1ccc(NC(=O)c2cc3ccccc3o2)cc1	-4%	-2%[57.1 µM]	-0.1	6%	-1.5	-1%	3%	-13
Cc1ccc(Nc2cc(C)nc3nnnn23)cc1	4%	-23%	-4.5	-10%	-4.6	-16%	8%	-13
C[C@@H]1CN([C@@H](C)CO)C(=O)c2cc(NS(C)(=O)=O)ccc2O[C@H]1CN(C)Cc1ccc(Oc2ccccc2)cc1	-9%	-9%	0.4	-5%	0.9	-24%	4%	1
COc1ccc(-c2cc(C(F)(F)F)n3nc(C(=O)O)nc3n2)cc1	1%	-25%	-1.9	-12%	-1.1	4%	1%	·
O=S(=O)(c1ccc2ccccc2c1)N1CCN(c2ccc(O)cc2)CC1	14%	-3%	-0.2	-5%	0.1	-14%	16%	2
Cc1ccc(Oc2ccc(Oc3ccc(C)cc3)nn2)cc1	-4%	-14%	1.7	-1%	-1.1	5%	2%	4
Cc1sc[n+](CC(=O)c2ccc(Br)cc2)c1C	1%	-4%	-0.7	-9%	-1.6	5%	-1%	3
CC(=O)C1=C(C)N(Cc2ccccc2)C(=O)N[C@@H]1c1cccc(C(F)(F)F)c1	-1%	-2%	-0.1	-16%	0.4	-24%	3%	-7
O=C(Oc1ccccc1)c1ccc2c(c1)C(=O)N(Cc1ccncc1)C2=O	0%	-3%	-2.8	-9%	-4.2	-17%	8%	-5
CN1CCN(C(=O)c2cc3nc(-c4ccccc4)cc(-c4ccccc4)n3n2)CC1	-3%	2%	-0.1	-6%	-0.4	0%	-3%	-7
CCOC(=O)C1=C(C)N(CCCCCC(=O)O)C(=O)NC1c1ccc(Cl)cc1 (stereo unspecified)	-20%	0%	0.2	3%	-3.0	4%	-1%	-7
CCCCCCn1c(N2CCN(c3ccccc3)CC2)nc2c1c(=O)[nH]c(=O)n2C	-1%	-11%	-1.2	-10%	-0.1	1%	-5%	1
COc1ccc(S(=O)(=O)N2CCOCC2)cc1C(=O)N(C)Cc1ccccc1F	-14%	13%	-2.6	-7%	0.5	-1%	3%	8
CCc1cc(=O)[nH]c(SCC(=O)NCC2CCCO2)n1 (stereo unspecified)	7%	4%	-0.6	4%	0.0	-2%	6%	1
O=C(Nc1cccc(S(=O)(=O)NCc2ccco2)c1)c1cccc(Cl)c1	-5%	-5%	1.0	-9%	-1.1	-13%	-3%	-3
COc1ccc(CCNS(=O)(=O)c2cccc(C)c2)cc1OC	3%	5%	-1.1	1%	-2.3	0%	6%	·
C=CCOc1c(CNc2nccs2)cccc1OCC	-9%	-15%	-0.9	-7%	0.2	7%	11%	·
COc1cc2c(cc1OC)CN(C(=O)CN1CCN(S(=O)(=O)c3ccccc3Br)CC1)CC2	10%	7%	-0.3	1%	-1.0	12%	-1%	0
CCC(C)NC(=O)C1CCN(S(=O)(=O)c2cccnc2)CC1 (stereo unspecified)	5%	3%	-0.1	-5%	-0.1	3%	2%	-3
COC(=O)c1ccc(CNC(=O)c2ccc3c(c2)NC(=O)CS3)cc1	12%	1%	-4.5	-6%	-0.2	-13%	14%	1
O=C(NNC(=O)c1ccccc1Cl)c1ccc(-n2cncn2)c([N+](=O)[O-])c1	4%	5%	-3.1	-6%	1.8	-20%	11%	6
